IDE exosite FP: exo-site inhibitors of human IDE, primary screen, biochemical, fluorescence anisotropy, probe displacement. hit rate 6.3% among 17,000. purified IDE, FL-6b probe fluorescence polarization; stronger effect = lower value. z-score at 20 µM. Insulin-degrading enzyme (Homo sapiens), P14735;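 active = z-score of -3 or lower, meaning strong loss of probe binding signal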;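 note: His-tagged human IDE residues 42-1019 made in E. coli with 30 nM FL-6b probe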
Target sequence (P14735 42-1019 limits assumed): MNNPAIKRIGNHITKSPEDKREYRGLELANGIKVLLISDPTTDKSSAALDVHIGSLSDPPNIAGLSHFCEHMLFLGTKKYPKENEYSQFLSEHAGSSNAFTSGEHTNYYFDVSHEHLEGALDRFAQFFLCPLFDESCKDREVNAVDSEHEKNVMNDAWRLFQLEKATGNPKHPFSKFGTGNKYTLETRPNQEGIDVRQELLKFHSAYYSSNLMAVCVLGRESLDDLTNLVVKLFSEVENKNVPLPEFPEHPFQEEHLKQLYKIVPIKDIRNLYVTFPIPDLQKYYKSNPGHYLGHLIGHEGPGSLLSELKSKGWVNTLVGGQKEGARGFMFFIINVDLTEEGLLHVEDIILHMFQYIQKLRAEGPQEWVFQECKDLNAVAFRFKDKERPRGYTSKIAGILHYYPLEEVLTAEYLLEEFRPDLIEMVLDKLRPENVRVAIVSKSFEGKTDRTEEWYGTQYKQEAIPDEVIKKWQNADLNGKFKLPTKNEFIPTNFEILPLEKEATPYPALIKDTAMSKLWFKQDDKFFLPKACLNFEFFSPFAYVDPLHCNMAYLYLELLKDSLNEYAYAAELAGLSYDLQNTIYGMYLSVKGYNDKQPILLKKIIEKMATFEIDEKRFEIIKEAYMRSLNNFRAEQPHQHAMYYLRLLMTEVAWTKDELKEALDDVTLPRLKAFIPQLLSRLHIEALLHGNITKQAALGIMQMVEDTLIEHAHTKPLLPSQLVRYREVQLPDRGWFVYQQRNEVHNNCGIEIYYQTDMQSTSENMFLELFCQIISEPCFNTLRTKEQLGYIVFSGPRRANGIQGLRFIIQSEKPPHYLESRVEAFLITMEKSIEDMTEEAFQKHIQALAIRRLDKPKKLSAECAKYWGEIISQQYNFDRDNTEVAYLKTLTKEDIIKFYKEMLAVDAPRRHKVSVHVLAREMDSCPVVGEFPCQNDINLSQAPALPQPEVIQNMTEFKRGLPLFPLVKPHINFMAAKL
An asterisk follows results filed as active; & = joins results of further samples. These rows are one share of the data; count on the stated rates, not on these rows.

SMILES	IDE exosite FP
COc1ccccc1S(=O)(=O)N[C@@H]1C=C[C@H](CC(=O)N2CCOCC2)O[C@H]1CO	0.85
N#C[C@H]1[C@H](c2ccc(C#CC3CCCC3)cc2)[C@@H](CO)N1S(=O)(=O)c1ccccc1	0.46
O=C(C[C@@H]1C=C[C@@H](NC(=O)c2ccc3c(c2)OCO3)[C@@H](CO)O1)NC1Cc2ccccc2C1	0.2
CNC[C@H]1OCCCC[C@@H](C)Oc2ccc(NC(=O)Nc3ccc(OC)cc3)cc2C(=O)N([C@@H](C)CO)C[C@@H]1C	1.7
CN1C(=O)c2cc(NS(=O)(=O)c3cccc(F)c3)ccc2OC[C@@H]2O[C@H](CC(=O)N3CCc4ccccc4C3)CC[C@@H]21	1
COc1ccc(NC(=O)N2CC(=O)N3[C@@H](CO)[C@H](c4ccc(Br)cc4)[C@@H]3C2)cc1	1.4
CCC(=O)N1[C@H](CNC(C)=O)[C@H](c2ccc(-c3ccc(F)cc3)cc2)[C@@H]1CO	0.7
COc1ccc(S(=O)(=O)Nc2ccc3c(c2)CC(=O)N([C@H](C)CO)C[C@H](C)[C@H](CN(C)C(=O)Nc2c(C)noc2C)O3)cc1	1.1
N#C[C@@H]1[C@H](c2ccc(C3=CCCCC3)cc2)[C@H](CO)N1C(=O)c1cccc(F)c1	1.4
O=C(c1ccc(F)cc1)N1CC(=O)N2[C@H](C1)[C@@H](c1ccc(C#Cc3ccc(F)cc3)cc1)[C@@H]2CO	1.7
O=C(CC1CC1)N1CC(=O)N2[C@H](CO)[C@@H](c3ccc(/C=C/c4ccccc4)cc3)[C@@H]2C1	-1.2
COc1ccc(-c2cn(CC[C@H]3CC[C@@H](NC(=O)c4cnccn4)[C@@H](CO)O3)nn2)cc1	-0.054
COc1ccc(-c2ccc([C@@H]3[C@H]4CN(C(=O)C5CCOCC5)CC(=O)N4[C@H]3CO)cc2)cc1	-1.5
Cc1ccc(CN2CC(=O)N3[C@H](CO)[C@@H](c4ccc(-c5ccccc5F)cc4)[C@@H]3C2)cc1	-0.23
COc1ccccc1-c1ccc([C@H]2[C@@H](CO)N3CCCCN(Cc4ccncc4)C[C@@H]23)cc1	-4.6*
O=C(c1ccncc1)N1CCCCN2[C@@H](CO)[C@H](c3ccc(-c4ccccc4)cc3)[C@@H]2C1	0.94
COc1ccc(C(=O)Nc2ccc3c(c2)C(=O)N(C)[C@H]2CC[C@@H](CC(=O)NCC4CC4)O[C@H]2CO3)cc1	0.89
N#Cc1ccc(-c2ccc([C@@H]3[C@@H](CO)N4C(=O)CN(C(=O)C5CCC5)C[C@@H]34)cc2)cc1	-1.5
O=C(NC[C@@H]1[C@H](c2ccccc2)[C@H](CO)N1C(=O)C1CCC1)NC1CCCC1	-0.77
O=C(NC[C@H]1[C@H](c2ccccc2)[C@H](CO)N1CC1CCCC1)C1CC1	3.3

Reprinted from the part before: 4 compounds, then new ones.
SMILES	IDE exosite FP
COc1ccc(C(=O)Nc2ccc3c(c2)C(=O)N(C)[C@H]2CC[C@@H](CC(=O)NCC4CC4)O[C@H]2CO3)cc1	0.89
N#Cc1ccc(-c2ccc([C@@H]3[C@@H](CO)N4C(=O)CN(C(=O)C5CCC5)C[C@@H]34)cc2)cc1	-1.5
O=C(NC[C@@H]1[C@H](c2ccccc2)[C@H](CO)N1C(=O)C1CCC1)NC1CCCC1	-0.77
O=C(NC[C@H]1[C@H](c2ccccc2)[C@H](CO)N1CC1CCCC1)C1CC1	3.3
CC(C)(O)C#Cc1ccc([C@H]2[C@@H](CO)N3CCCCN(S(C)(=O)=O)C[C@H]23)cc1	0.27
Cc1ccccc1-c1ccc([C@@H]2[C@H]3CN(S(=O)(=O)c4cn(C)cn4)CCCCN3[C@H]2CO)cc1	-19*
N#C[C@@H]1[C@@H](c2ccc(-c3ccc(F)cc3)cc2)[C@@H](CO)N1S(=O)(=O)Cc1ccccc1	1.3
CCCN1[C@H](C(=O)OC)[C@@H](CO)[C@@H]2Cn3c(ccc(-c4cccc(OC)c4)c3=O)[C@@H]21	1.3
CC(C)[C@@H]1COCc2cn(nn2)CCC[C@@H](C)C(=O)N1	2
CN(C[C@@H]1N[C@H](CO)[C@@H]1c1ccc(-c2cccc(F)c2)cc1)S(C)(=O)=O	3.9
COCCNC(=O)C[C@@H]1CC[C@H]2[C@@H](COC[C@@H](O)CN2C(=O)c2cc(Cl)cc(Cl)c2)O1	1.4
COC(=O)[C@@H]1N[C@@H]2c3ccc(C4=CCCCC4)c(=O)n3C[C@@H]2[C@H]1CO	1.1
COc1cccc(-c2ccc(C3[C@H]4CNC[C@@H]3N4CC3CCOCC3)cc2)c1 (some centres undefined)	2.9&-1.6
Cc1noc(C)c1C(=O)N(C)C[C@@H]1OCc2ccccc2-c2ccccc2C(=O)N([C@H](C)CO)C[C@H]1C	-0.037
C[C@@H]1CN([C@H](C)CO)C(=O)c2cccc(NC(=O)c3ccncc3)c2O[C@H]1CN(C)Cc1ccc2c(c1)OCO2	2.1
COCC(=O)N1CCCCN2[C@H](CO)[C@@H](c3ccc(C#Cc4ccc(OC)cc4)cc3)[C@@H]2C1	-1.4
O=C1CN(S(=O)(=O)Cc2ccccc2)C[C@H]2[C@@H](c3ccc(C#CCC4CCCC4)cc3)[C@@H](CO)N12	2.2
COCC(=O)N1[C@H](C#N)[C@H](c2ccccc2-c2cccc(C)c2)[C@@H]1CO	-0.14
O=C(CC1CC1)N1CC(=O)N2[C@H](CO)[C@H](c3ccc(-c4cccnc4)cc3)[C@@H]2C1	0.24
CCS(=O)(=O)N1[C@H](C#N)[C@@H](c2ccc(-c3cccc(F)c3)cc2)[C@@H]1CO	-0.91
COc1ccccc1NC(=O)N1CCCCN2[C@H](C1)[C@H](c1ccc(C#Cc3ccccc3)cc1)[C@@H]2CO	1.2
C[C@@H]1CCCCO[C@@H](CN(C)C(=O)C2CCCCC2)[C@H](C)CN([C@H](C)CO)C(=O)c2cc(NS(=O)(=O)c3ccccc3)ccc2O1	1.1
Cn1cnc(S(=O)(=O)N2CCCCN3[C@H](C2)[C@H](c2ccc(-c4ccccc4F)cc2)[C@@H]3CO)c1	1.3
CS(=O)(=O)N1[C@H](CO)[C@@H](c2ccccc2)C12CN(C(=O)c1ccccc1F)C2	-0.15
CN(C)C(=O)c1cccc(-c2ccc3c(c2)[C@@H]2[C@@H](CCN2C(=O)c2cnccn2)[C@@H](CO)N3)c1	1.8
COc1ccccc1-c1ccc(C2[C@H]3CNC[C@@H]2N3S(=O)(=O)c2ccc(F)cc2)cc1 (some centres undefined)	-0.0087&-0.29
Cc1ccccc1-c1ccc([C@H]2[C@H](CO)N3C(=O)CN(C(=O)c4cccnc4)C[C@@H]23)cc1	-12*
N#C[C@H]1[C@@H](c2ccc(C3=CCCCC3)cc2)[C@H](CO)N1S(=O)(=O)c1cccc(F)c1	7.1
O=C(C[C@H]1CC[C@@H]2NC[C@@H](O)COC[C@H]2O1)N1CCc2ccccc2C1	-0.2
CCCNC(=O)C[C@H]1CC[C@@H]2[C@H](COC[C@H](O)CN2C(=O)Nc2ccc(Cl)c(Cl)c2)O1	-0.53
CC(=O)N(C)C[C@H]1[C@@H](c2ccc(-c3cccnc3)cc2)[C@@H](CO)N1C(=O)C1CC1	2.7
Cc1noc(C)c1NC(=O)N(C)C[C@H]1OCc2cn(nn2)CCCC(=O)N([C@H](C)CO)C[C@H]1C	0.47
O=C(c1cnccn1)N1CC(=O)N2[C@H](CO)[C@@H](c3ccc(C#CCC4CCCC4)cc3)[C@@H]2C1	2.1
O=C(c1cccc(F)c1)N1CC(=O)N2[C@@H](CO)[C@@H](c3ccc(C#Cc4ccc(F)cc4)cc3)[C@@H]2C1	-0.9
COc1ccc(C[C@H]2CCc3cnnn3COC[C@H](CC(C)C)NC2=O)cc1	2.4
C[C@@H]1CN([C@H](C)CO)C(=O)c2cc(NC(=O)Nc3cccc4ccccc34)ccc2O[C@@H](C)CCCCO[C@@H]1CN(C)Cc1ccc(C(F)(F)F)cc1	0.2
Cc1cccc(-c2ccc([C@@H]3[C@H]4CN(C(=O)c5cnccn5)CC(=O)N4[C@H]3CO)cc2)c1	-16*
CCCNC(=O)N1[C@H](C#N)[C@H](c2ccc(C#Cc3ccc(F)cc3)cc2)[C@H]1CO	1.6
CC(=O)NC[C@@H]1[C@@H](c2ccc(C3=CCCC3)cc2)[C@@H](CO)N1C(=O)NC(C)C	2
C[C@H](CO)N1C[C@H](C)[C@H](CN(C)Cc2ccc3c(c2)OCO3)OCCCC[C@H](C)Oc2ccc(NS(=O)(=O)c3cn(C)cn3)cc2C1=O	1.6
C[C@@H](O)C#Cc1ccc([C@@H]2[C@@H](CO)N3CCCCN(CC4CC4)C[C@H]23)cc1	3.8
C[C@H](O)C#Cc1ccc([C@H]2[C@@H](CO)N3CCCCN(S(=O)(=O)Cc4ccccc4)C[C@H]23)cc1	4.1
CO[C@H]1CN(C)C(=O)c2ccc(NS(=O)(=O)CC(F)(F)F)cc2OC[C@H](C)N(C(=O)NC(C)C)C[C@@H]1C	-0.45
C/C=C/c1ccc([C@@H]2[C@@H](CN(C)C(=O)CC)N(C(=O)NCCC)[C@H]2CO)cc1	0.93
O=C(c1ccc2c(c1)OCO2)N1CC(=O)N2[C@@H](CO)[C@@H](c3ccc(C#CCC4CCCC4)cc3)[C@@H]2C1	4.7
CCCC#Cc1ccc([C@@H]2[C@@H](C#N)N(C(=O)C3CCC3)[C@@H]2CO)cc1	2.2
CN(C)CC#Cc1ccc([C@@H]2[C@@H](CO)N3C(=O)CN(C(=O)c4cccc(F)c4)C[C@H]23)cc1	0.41
CO[C@@H](CN(C)S(=O)(=O)c1ccc(C)cc1)[C@@H](C)CN(C(=O)Nc1ccccc1F)[C@@H](C)CO	1.3
CCCNC(=O)Nc1ccc2c(c1)C(=O)N(C)C[C@H](OC)[C@H](C)CN(C)[C@@H](C)CO2	-0.039
OC[C@@H]1[C@@H](c2ccc(-c3ccccc3F)cc2)[C@H]2CN(Cc3cncnc3)CCCCN12	0.86
COc1ccc(S(=O)(=O)Nc2ccc3c(c2)C(=O)N([C@@H](C)CO)C[C@H](C)[C@H](CN(C)C(=O)Nc2c(C)noc2C)OCCCC[C@H](C)O3)cc1	0.63
COc1ccccc1-c1ccc2c(c1)O[C@H](CN(C)CC1CCOCC1)[C@@H](C)CN([C@@H](C)CO)S2(=O)=O	-0.044
Cn1cnc(S(=O)(=O)N2CCCCN3[C@@H](CO)[C@@H](c4ccc(-c5ccccc5)cc4)[C@@H]3C2)c1	-5.6*
COc1cccc(S(=O)(=O)N2CCCCN3[C@@H](CO)[C@H](c4ccc(C#CCC(C)C)cc4)[C@@H]3C2)c1	1.2
Further records follow.
SMILES	IDE exosite FP
CCCC(=O)N1C[C@H]2[C@@H](c3ccccc31)[C@@H](CO)N2Cc1cocn1	2.7
OC[C@H]1[C@@H](c2ccc(-c3ccccc3F)cc2)[C@H]2CN(Cc3cccnc3)CCCCN21	2.5
O=C(c1ccccn1)N1CC2(C1)[C@H](c1ccccc1)[C@@H](CO)N2Cc1ccc(F)cc1	-0.18
COCCNC(=O)C[C@@H]1C[C@@H]2c3cc(NC(=O)CN(C)C)ccc3O[C@@H]2[C@H](CO)O1	-0.51
CCc1csc(N2[C@H](C#N)[C@H](c3ccc(C4=CCCC4)cc3)[C@H]2CO)n1	0.018
O=S(=O)(c1cccs1)N1CCCCN2[C@@H](CO)[C@@H](c3ccc(C4=CCCC4)cc3)[C@@H]2C1	0.37
CC(=O)NC[C@H]1[C@@H](c2ccc(-c3cccnc3)cc2)[C@@H](CO)N1C(=O)C1CCC1	2.2
CN(C)CC(=O)N[C@@H]1CC[C@@H](CCNC(=O)C2CCC2)O[C@H]1CO	0.68
O=C(Nc1ccc(F)cc1)N1CC(=O)N2[C@H](CO)[C@@H](c3ccc(Br)cc3)[C@H]2C1	0.77
CCCN1C[C@@H](C)[C@@H](OC)CN(C)C(=O)c2cc(NC(=O)Nc3cccc(F)c3)ccc2OC[C@@H]1C	0.6

Sorted by value in IDE exosite FP (falling): 5 from the list above
SMILES	IDE exosite FP
CC(=O)NC[C@H]1[C@@H](c2ccc(-c3cccnc3)cc2)[C@@H](CO)N1C(=O)C1CCC1	2.2
CN(C)CC(=O)N[C@@H]1CC[C@@H](CCNC(=O)C2CCC2)O[C@H]1CO	0.68
CCc1csc(N2[C@H](C#N)[C@H](c3ccc(C4=CCCC4)cc3)[C@H]2CO)n1	0.018
O=C(c1ccccn1)N1CC2(C1)[C@H](c1ccccc1)[C@@H](CO)N2Cc1ccc(F)cc1	-0.18
COCCNC(=O)C[C@@H]1C[C@@H]2c3cc(NC(=O)CN(C)C)ccc3O[C@@H]2[C@H](CO)O1	-0.51

Further records follow.
SMILES	IDE exosite FP
N#C[C@H]1[C@H](c2ccc(C#CC3(O)CCCC3)cc2)[C@H](CO)N1C(=O)C1CCC1	3.4
COc1ccc(-c2ccc([C@H]3[C@@H](C#N)N[C@@H]3CO)cc2)cc1	3.1
N#Cc1ccc(-c2ccc([C@@H]3[C@H]4CN(C(=O)C5CCCC5)CC(=O)N4[C@H]3CO)cc2)cc1	1.8
Cc1ccccc1-c1ccc([C@@H]2[C@H]3CN(C(=O)c4cccnc4)CCCCN3[C@H]2CO)cc1	-7.3*
C[C@@H]1CN([C@@H](C)CO)C(=O)CCCn2nncc2CO[C@H]1CN(C)S(=O)(=O)c1cn(C)cn1	-1
CN(C)C(=O)C[C@@H]1C=C[C@H](NC(=O)c2ccc(F)cc2)[C@H](CO)O1	2.1
C[C@@H](NC(=O)C[C@H]1CC[C@@H]2[C@@H](COc3ccc(NS(=O)(=O)c4ccc(Cl)cc4)cc3C(=O)N2C)O1)c1ccccc1	-0.56
COCC#Cc1ccc([C@@H]2[C@H](CO)N3C(=O)CN(C(=O)C4CCOCC4)C[C@@H]23)cc1	4.4
C[C@H](CO)N1C[C@H](C)[C@@H](CN(C)Cc2ccc3c(c2)OCO3)OCCCC[C@H](C)Oc2ccc(NS(=O)(=O)c3cn(C)cn3)cc2C1=O	-0.07
